Screening results: PubChem, National Center for Advancing Translational Sciences (NCATS)
CBFb-RUNX1 inh – CBF-beta/RUNX1 interaction disruption; AlphaScreen CBFb-His/RUNX1-biotin binding, biochemical; Q01196+Q13951; Potency, µM (doses to about 59.8 µM), inactives show at the top dose activity, negative = inhibition, most hits filed as inhibitors; 230,000 tested, under 10 active; further: % of control where 0% means no effect
Target sequence (Q01196 whole entry, looked up): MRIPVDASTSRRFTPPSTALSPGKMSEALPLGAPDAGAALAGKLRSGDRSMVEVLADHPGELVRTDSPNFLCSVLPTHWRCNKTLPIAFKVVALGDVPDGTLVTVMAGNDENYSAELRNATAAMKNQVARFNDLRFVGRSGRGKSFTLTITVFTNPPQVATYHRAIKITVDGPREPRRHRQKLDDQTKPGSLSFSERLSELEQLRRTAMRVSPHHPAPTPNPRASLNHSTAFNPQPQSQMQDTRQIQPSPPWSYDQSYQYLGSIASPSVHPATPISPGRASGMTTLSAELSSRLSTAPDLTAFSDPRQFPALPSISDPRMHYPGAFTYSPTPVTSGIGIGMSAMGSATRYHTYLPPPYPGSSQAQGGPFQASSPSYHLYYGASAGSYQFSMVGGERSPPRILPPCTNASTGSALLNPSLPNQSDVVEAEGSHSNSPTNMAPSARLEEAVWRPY
Target sequence (Q13951 whole entry, looked up): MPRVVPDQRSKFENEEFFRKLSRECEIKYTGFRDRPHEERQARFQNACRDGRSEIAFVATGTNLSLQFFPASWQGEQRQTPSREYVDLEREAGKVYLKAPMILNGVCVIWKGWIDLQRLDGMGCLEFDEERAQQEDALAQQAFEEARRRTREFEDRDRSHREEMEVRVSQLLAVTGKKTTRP
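Read-out: AlphaScreen. Format: His-CBF-beta with biotinylated RUNX1 (30 nM each) preincubated 20 min, compound 15 min, Ni-chelate plus streptavidin beads 90 min; room temperature throughout.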
GLA spleen mod – inhibitors or activators of human alpha-galactosidase in spleen homogenate | Potency, µM (titrated, usually from 80 µM), for the others: at the top dose activity change, negative = inhibition, usual class: inhibitors | AID 2107 | P06280 | human spleen homogenate, 4MU-alpha-Gal fluorescence, 40 min | 240,000 compounds, 0.008% hits;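 further: potency means the concentration at half of the fitted maximal effect; 0% = enzyme with vehicle and -100% = no enzyme basal signal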
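Fluorogenic readout (Ex 365/Em 440 nm) of 4-methylumbelliferone released from 1 mM 4-MU-alpha-galactoside by spleen homogenate, 40 min at 37C, pH 5.0. Data normalized to no-enzyme and enzyme controls; Hill-equation AC50 from compound titrations.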
NPSR antag – antagonists of human neuropeptide S receptor cAMP signaling; Potency, µM (series often up to 38.3 µM), for inactives: top-dose activity change, negative = inhibition, hits mostly inhibitors; 220,000 compounds, 1% hits; CHO-NPSR cells, cAMP TR-FRET, antagonist mode; further: potency means the concentration at half of the fitted maximal effect; on the % scale 0 is the no-effect control and ±100 the full control effect; nearly all actives have a fitted effect of over 50% in size; many of its hits are not listed in these tables
Target sequence (Q6W5P4 whole entry, looked up): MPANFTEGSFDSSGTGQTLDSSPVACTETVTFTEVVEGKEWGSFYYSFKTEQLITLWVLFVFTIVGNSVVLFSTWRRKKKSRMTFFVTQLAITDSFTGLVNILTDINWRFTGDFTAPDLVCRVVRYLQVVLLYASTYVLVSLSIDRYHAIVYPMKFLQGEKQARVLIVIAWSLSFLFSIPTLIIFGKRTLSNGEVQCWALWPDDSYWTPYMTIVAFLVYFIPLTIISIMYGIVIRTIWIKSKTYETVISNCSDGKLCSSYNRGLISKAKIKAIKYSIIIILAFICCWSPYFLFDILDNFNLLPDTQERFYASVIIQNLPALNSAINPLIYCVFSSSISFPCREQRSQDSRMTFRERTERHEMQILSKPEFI
Lamin A splicing – LMNA splicing modulation. HeLa LMNA splicing GFP/RFP minigene ratio, 48 h. Potency, µM (series often up to 46.1 µM), inactives show at the top dose ratio change, negative = inhibition, actives largely listed as inhibitors. 200,000 compounds, 0.01% hits; active means well fitted inhibition curve with a large enough effect in the signal ratio, with a control signal flat, not every such curve was filed as active; inconclusive means small, poorly fitted or top-dose-only effect, or effect the other way, or a change in a side signal; the % refers to the signal ratio; further: potency means the concentration at half of the fitted maximal effect; on the % scale 0 is the no-effect control and ±100 the full control effect
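S3 HeLa stable clones carrying a lamin A-EGFP splicing minigene plus DsRed2 were seeded at 600 cells/well in Opti-MEM with 2% FBS, pin-dosed and incubated 48 h at 37°C. Acumen cytometry (488 nm) gave the GFP/RFP total-intensity ratio.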
Epigenetic reg – derepresses silenced GFP reporter in murine cells. murine LDR cells, GFP reporter derepression, 30 h. AID 1865. 280,000 compounds, 0.2% hits. Potency, µM (top dose mostly 53.9 µM), without a hit: top-dose GFP activation, most hits filed as activators; further: potency means the concentration at half of the fitted maximal effect; % of control where 0% means no effect; nearly all actives have a fitted effect of over 60% in size
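Reporter derepression read as number of fluorescent GFP-positive objects, 20-120 um in size, counted by laser-scanning cytometer. Mouse LDR line with an epigenetically silenced CMV-GFP locus; compound incubation 30 h, 37 C.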
IMPase Li cell – IMPase inhibition in cells with lithium potentiation; CHO-M1 cells, IP1 TR-FRET (IP-One), carbachol + lithium; Potency, µM (titrated, usually from 59.4 µM), for inactives: top-dose activity, negative = IMPase inhibition, actives largely listed as inhibitors; 210,000 compounds, 0.35% hits; AID 1457;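 further: IP1 builds up when IMPase is blocked and the TR-FRET signal falls; potency means the concentration at half of the fitted maximal effect; plate controls were basal vehicle for no effect and high inhibitor control for full effect; nearly all actives have a fitted effect of over 50% in size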
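IP1 accumulation measured by competitive TR-FRET in lysed CHO-M1 cells after 30 min compound exposure at 37C, with a small lithium addition to potentiate weak responses. Hill-equation AC50 from ratio and donor-channel data.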
Luc counter – counter-screen: inhibitors of Kinase-Glo firefly luciferase; Q27757; Kinase-Glo luciferase, ATP luminescence, 8 min; Potency, µM (top dose mostly 38.3 µM), for the others: top-dose activity change, negative = inhibition, most hits filed as inhibitors; 200,000 compounds, 0.28% hits; further: potency means the concentration at half of the fitted maximal effect; on the % scale 0 is the no-effect control and ±100 the full control effect; nearly all actives have a fitted effect of over 60% in size
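Luminescence was the read-out, taken after 8-minute incubation at ambient temperature. Luciferase turned over luciferin with 10 uM ATP in imidazole pH 7.2 buffer containing KCl, MgCl2, Tween 20 and BSA.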
* = called active by the depositor; u = inconclusive; x = not tested or not shown; [ ] = remark or other dose. Unless noted, the call rests on the fitted dose curve; in most records, active means well fitted curve in the direction sought with a large enough effect; inconclusive means small, poorly fitted or top-dose-only effect, or another doubt; inactive means no such curve, though single readings can be large; an effect the other way counts as inactive or inconclusive. A portion of the library; count on the stated rates, not on these rows.

SMILES | CBFb-RUNX1 inh | GLA spleen mod | NPSR antag | Lamin A splicing | Epigenetic reg | IMPase Li cell | Luc counter
O=C(COC(=O)COc1ccccc1)Nc1ccc(S(=O)(=O)N2CCOCC2)cc1 | -2% | -6% | 8% | x | 1.1% | 9% | 1%
CC(=O)Nc1cccc(C(=O)OCC(=O)NC(C)c2ccc(F)cc2)c1 (stereo not given) | -11% | 4% | -4% | u | 0.0% | -5% | 5%
Cc1cc(C)c2c(N)c(C(=O)Nc3ncc(C)s3)sc2n1 | u | 4% | -7%[46.1 µM] | -10% | -2.0% | -16% | u
COc1ccc(C/C(O)=C(\C#N)c2nc3ccccc3s2)cc1 | -3% | -3% | 7%[46.1 µM] | u | 0.0% | 13%[38.3 µM] | 0%
COC(=O)C1=C(C(=O)OC)[C@@H]2Nc3ccccc3[C@@]23C[C@@H](C(=O)OC)N(C(=O)CC(C)C)C3=N1 | -1%[13.1 µM] | 5%[17.5 µM] | x | -2%[9.22 µM] | x | 8% | -1%[7.66 µM]
CC[N+](C)(C)CCN(Cc1ccc(Cl)cc1)c1ccccn1 | 2% | 5% | 1%[46.1 µM] | -12% | 0.1% | 72%[activator][38.3 µM] | -4%
O=C1c2ccccc2C(=O)N1c1ccc(S(=O)(=O)N2CCN(c3ccccc3)CC2)cc1 | 7% | 1% | -7%[46.1 µM] | u | 7.2% | 7%[38.3 µM] | -1%
CC(C)c1ccccc1NS(C)(=O)=O | -13% | -9% | -13% | x | -2.9% | -9% | 4%
CC(=O)Nc1ccc(S(=O)(=O)N2CCN(CCN3CCOCC3)CC2)cc1Cl | 7% | 7% | 12% | x | 0.3% | x | x
COc1ccccc1NCC(=O)N/N=C/c1cccnc1 | -2% | -6% | -10%[46.1 µM] | -3% | 0.0% | 10%[38.3 µM] | -5%
O=S(=O)(c1ccc(Br)s1)n1cccn1 | -2% | -11% | -22%[46.1 µM] | -6% | -1.9% | -5%[38.3 µM] | 3%
O=C(CN(c1ccccc1)S(=O)(=O)c1ccccc1)N/N=C/c1ccco1 | 0% | 2% | -5%[46.1 µM] | 6% | 1.0% | 3% | 3%
COc1cc(OC)cc(-c2nnc(SCC(=O)Nc3ccc(C(=O)O)cc3)s2)c1 | 4% | 4% | -25% | -5%[9.22 µM] | -1.1% | -4% | 3%
Clc1ccccc1CSc1nnc([C@@H]2CCCN2)o1 | 10% | -5% | 11% | x | 0.0% | x | x
CCOc1ccccc1NS(=O)(=O)c1cccc2nsnc12 | 0% | -19% | -3%[46.1 µM] | 16% | -1.0% | 18%[38.3 µM] | 19%

Reprinted from the part before: 2 compounds; new compounds follow.
SMILES | CBFb-RUNX1 inh | GLA spleen mod | NPSR antag | Lamin A splicing | Epigenetic reg | IMPase Li cell | Luc counter
Clc1ccccc1CSc1nnc([C@@H]2CCCN2)o1 | 10% | -5% | 11% | x | 0.0% | x | x
CCOc1ccccc1NS(=O)(=O)c1cccc2nsnc12 | 0% | -19% | -3%[46.1 µM] | 16% | -1.0% | 18%[38.3 µM] | 19%
CCN(CC)S(=O)(=O)c1ccc(NC(=O)CSc2cccc[n+]2[O-])cc1 | 2% | -11% | -1%[46.1 µM] | -8% | -5.7% | 22%[38.3 µM] | -5%
CCCc1[nH]nc2c1C(Cc1ccccc1)C(C#N)=C(N)O2 (stereo not given) | 9% | 5% | -2%[46.1 µM] | 0% | -0.8% | 5%[38.3 µM] | -4%
C/C(=N\NC(=O)c1cc(-c2ccc(C)s2)[nH]n1)c1ccco1 | -6% | -5% | -6% | -14% | -3.2% | 3% | -7%
CCOC(=O)N1CCN(CC(=O)Nc2c(C(=O)OC)[nH]c3ccccc23)CC1 | 4% | -7% | -9%[46.1 µM] | u | -1.0% | -9%[38.3 µM] | 2%
O=C(CNC(=O)C1COc2ccccc2O1)N/N=C\c1ccc(Cl)cc1 (stereo not given) | -3% | -3% | 5% | x | -0.3% | x | x
CCC(=O)NNC(=S)NC(=O)c1ccc(C)cc1 | -10% | 13% | 6% | x | 0.9% | 3% | 0%
CCOC(=O)n1c(=O)n(C)c2ccc(Br)cc21 | -10% | -4% | 12% | 23%[46 µM] | -1.1% | 7% | -7%
Cc1c(C(=O)COC(C)(C)C)[nH]c2ccccc12 | 0% | -1% | 2%[46.1 µM] | -10% | -0.9% | 1% | 2%
O=C(Cn1c(=O)n(Cc2ccco2)c(=O)c2c3c(sc21)CCCCC3)Nc1ccccc1 | x | -6% | u | u | -0.4% | 0%[38.3 µM] | -4%
COc1ccccc1C1(CC(=O)O)CCOC(C(C)C)C1 (stereo not given) | -1% | -1% | -4%[46.1 µM] | -1% | 1.1% | 19%[38.3 µM] | 4%
Cc1noc(C)c1S(=O)(=O)N1CCC(C(=O)Nc2ccc(OC(F)(F)F)cc2)CC1 | -3% | 7% | -7%[46.1 µM] | u | 1.7% | 6%[38.3 µM] | -6%
COCCn1c(SC(C(=O)Nc2cc(C)ccc2OC)c2ccccc2)nnc1-c1ccc(Cl)cc1 (stereo not given) | -12% | 1% | -39% | u | -1.2% | 11% | 1%
O=C(CSc1nc2ccccc2c(=O)n1CCC(=O)N1CCN(c2ccccc2)CC1)NCC1CCCO1 (stereo not given) | 1% | -4% | -27% | x | 9.7% | 3% | 3%
Cc1cc(NC(=O)/C=C/c2ccco2)ccc1NC(=O)c1ccccc1 | -1% | 4% | 24% | x | 0.0% | 11% | -20%
C/C(=N\OCC(=O)NC12CC3CC(CC(C3)C1)C2)c1cc2ccccc2o1 | -2% | 2% | u | u | 1.7% | x | x
Cn1nnnc1SCC(=O)c1ccco1 | -2% | -3% | -12%[46.1 µM] | 4% | 0.5% | -5%[38.3 µM] | -3%
CC1(C)Cc2nc3oc4c(=O)n(CC(=O)Nc5ccccc5)cnc4c3cc2CO1 | 1% | -4% | 12% | -21% | -1.1% | -6% | -1%
COCC(=O)Nc1ccc(C(=O)Nc2ccccc2Cl)cc1 | 10% | -1% | -10% | x | 0.1% | -4% | -2%
CN(C)S(=O)(=O)Oc1ccc(C(=O)Nc2cccc(C(F)(F)F)c2)cc1 | 0% | 3% | -26% | 3%[9.22 µM] | 0.0% | -1% | 5%
CC(C)Sc1sc(C(=O)O)c(-c2ccc(Cl)cc2)c1C#N | -1% | 1% | 34%[7.67 µM] | x | -0.3% | x | x
CCn1c(=O)c(C(=O)CN2c3ccccc3CC2C)c(N)n(Cc2ccccc2)c1=O (stereo not given) | -2% | -4% | -29% | -27% | 1.0% | 4% | 0%
COc1ccc(-c2cn3cccnc3n2)cc1NC(=O)c1ccc(Br)o1 | u | 9% | -19%[46.1 µM] | -18% | 0.4% | 15%[38.3 µM] | 2%
O=C(CN1CCN(c2ccccc2O)CC1)NC(=O)NCc1ccco1 | -4% | 5% | 2% | -7% | 0.0% | -4% | 3%
COc1ccc(S(=O)(=O)N2CCCC(C(=O)NCc3ccc4c(c3)OCO4)C2)cc1 (stereo not given) | 7% | -3% | -3% | x | -2.3% | x | x
COc1cccc(CN(CC2CCCO2)C(=O)c2cc3ccccc3oc2=O)c1 (stereo not given) | 4% | -2% | 8% | -7%[46 µM] | -1.0% | 17% | -8%
CCn1c(CSCc2ccc(F)cc2)nnc1SCC(=O)N1CCN(c2ccccc2)CC1 | 0% | 9% | -19%[46.1 µM] | u | -0.1% | 42%[activator][38.3 µM] | -4%
COc1ccc(C2C(C#N)C(C#N)N3CCCN23)cc1 (stereo not given) | 0% | 6% | -13%[46.1 µM] | -2% | 0.0% | -10%[38.3 µM] | -2%
Cc1ccc(NCc2ccncc2)c(Br)c1 | 3% | 17% | 2% | x | 1.1% | -10% | 1%
Cc1cc(C)n(-c2nc(N(c3ccccc3)c3ccccc3)nc(-n3nc(C)cc3C)n2)n1 | -5% | 8% | 13µM* | -2% | 0.1% | 24% | 2%
C=CCNCCCCOc1cccc(Br)c1 | 6% | 1% | -1% | x | -1.0% | 26% | -2%
Cc1cc(S(=O)(=O)N2CCN(c3ncccn3)CC2)ccc1-n1cnnn1 | 6% | -2% | 3%[46.1 µM] | -6% | -2.0% | -10% | -1%
CCCCCCNC(=O)CCNC(=O)c1cc(OC)c(OC)c(OC)c1 | 7% | -4% | 6%[46.1 µM] | 6% | -1.9% | -12%[38.3 µM] | 1%
COc1ccc(-c2cc3ccccc3s2)cc1[C@H]1[C@H]2C=CC[C@@H](C)[C@@H]2C(=O)N1Cc1ccccc1 | 7% | 3% | -42% | x | 2.1% | x | x

Given with two lines to a compound: entries from further up.
Second line of a record: CBFb-RUNX1 inh, GLA spleen mod, NPSR antag, Lamin A splicing, Epigenetic reg, IMPase Li cell, Luc counter
COc1ccc(S(=O)(=O)N2CCCC(C(=O)NCc3ccc4c(c3)OCO4)C2)cc1 (stereo not given)
    7%, -3%, -3%, x, -2.3%, x, x
Cc1cc(S(=O)(=O)N2CCN(c3ncccn3)CC2)ccc1-n1cnnn1
    6%, -2%, 3%[46.1 µM], -6%, -2.0%, -10%, -1%

Exported in markdown: entries from further up.
| Molecule | CBFb-RUNX1 inh | GLA spleen mod | NPSR antag | Lamin A splicing | Epigenetic reg | IMPase Li cell | Luc counter |
| --- | --- | --- | --- | --- | --- | --- | --- |
| O=S(=O)(c1ccc(Br)s1)n1cccn1 | -2% | -11% | -22%[46.1 µM] | -6% | -1.9% | -5%[38.3 µM] | 3% |
| CCOc1ccccc1NS(=O)(=O)c1cccc2nsnc12 | 0% | -19% | -3%[46.1 µM] | 16% | -1.0% | 18%[38.3 µM] | 19% |
